Screening data deposited in PubChem by Southern Research Specialized Biocontainment Screening Center.
K1F lysis inhibition: inhibition of K1F phage lysis, E. coli UTI89, bacterial capsule biogenesis inhibitors, alamar blue (AID 488966); E. coli UTI89 K1F phage lysis, alamar blue, 2 h; higher % means a stronger effect; inhibition, % at 100 µM; hits with a dose series show IC50 in µM; hit rate 0.02% among 340,000;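 active means phage lysis inhibition, versus mean bacterial control, above a set limit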;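 further: capsule biogenesis inhibitors block K1F phage lysis so surviving cells raise fluorescence; higher fluorescence means more inhibition of phage lysis; actives were called in the ten point dose series up to 300 µM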
Active calls of the source: *; & = joins results of further samples; [ ] = dose if it differs, or a comment. These rows are one share of the data; rates above refer to the full screens.

SMILES	K1F lysis inhibition
CSCCC(NC(=O)c1ccccc1)C(=O)N1CCN(C(=O)c2ccccc2)CC1 (stereo not given)	0.4%[50 µM]
CCN(CC)S(=O)(=O)c1cc(NC(=O)COC(=O)c2c(C)noc2C)ccc1C	0.7%[50 µM]
O=C(Nc1cc(S(=O)(=O)N2CCOCC2)ccc1O)c1ccc(S(=O)(=O)N2CCCCC2)cc1	0.5%[50 µM]
COc1ccc(C)cc1Nc1nc(-c2ccccc2O)nc2ccccc12	0.0%
COc1ccc(NC(=O)c2cc3c(COC(C)=O)cnc(C)c3oc2=Nc2cccc(C(=O)O)c2)c(OC)c1	0.9%
COc1ccccc1CNC(=O)c1ccccc1C(=O)NC(CC(C)C)C(=O)NCc1ccccc1OC (stereo not given)	0.4%
Cn1c(SCC(=O)N2CCOCC2)nnc1-c1ccco1	0.1%
Cc1ccc(NC(=O)[C@H](Cc2ccccc2)NC(=O)[C@@H]2Cc3ccccc3CN2)c(C)c1	0.1%
CC1CCN(C(=O)CSc2nnc3c(n2)[nH]c2ccccc23)CC1	0.2%
COc1ccc(CCNC(=O)c2ccc3c(c2)N(Cc2ccc(F)cc2)CCS3)c(OC)c1	-1.2%
O=C(CSc1ccc2nnc(-c3cccnc3)n2n1)Nc1ccc(F)cc1F	-0.2%[50 µM]
O=C(O)C1CCN(C(=O)CSc2nc3cc(Cl)ccc3c(=O)n2Cc2ccccc2)CC1	0.0%
O=C(NCCc1ccccc1)c1ccc(Cl)cc1[N+](=O)[O-]	1.6%[50 µM]
Cc1cccc(NC(=O)c2cccc(NC(=O)c3ccco3)c2)c1	-0.1%
CC(Cc1ccccc1)NC(=O)c1cc2ccccc2o1 (stereo not given)	-0.2%
CN1C(=O)Cc2cc(S(=O)(=O)NCCc3ccccc3)ccc21	-0.2%
COc1ccc(C(=O)NCCn2nc(C)cc2C)cc1OC1CCN(C(C)=O)CC1	-0.1%
CN(C(=O)COn1nnc2ccc(S(=O)(=O)N3CCOCC3)cc21)c1ccccc1	0.9%[50 µM]
CCCCNC(=O)Oc1ccc(C(=O)N2c3ccccc3NC(=O)C2C)cc1 (stereo not given)	0.2%
COc1ccc(-c2noc(CNC(=O)c3ccoc3C)n2)cc1	0.3%
Cc1cc(C)cc(C(=O)NCc2ccc3c(c2)OCO3)c1	4.2%
CC(=O)c1cccc(N2C(=NC(=O)CCc3ccccc3)SC3CS(=O)(=O)CC32)c1 (stereo not given)	0.2%
COc1cccc(-c2ncc3ccccc3c2COC(=O)c2ccco2)c1	1.1%
COc1ccc(NC(=O)c2cccc3ccccc23)cc1	-1.2%
NC(=O)c1ccc(NC(=O)CN2CCOCC2)cc1	0.1%
O=C(O)c1cnn2c(-c3ccccc3)ccnc12	1.8%
Cc1nc2ccccc2c(=O)n1NC(=O)c1ccc(C(C)(C)C)cc1	-1.3%[50 µM]
COc1ccc(CCNC(=O)c2cc(S(=O)(=O)N3CCCCC3)c[nH]2)cc1OC	-1.7%
CCCCC(=O)Nc1ccc2c(c1)nc(CCNC(=O)c1ccco1)n2C	0.7%
CC(=O)C[C@@H](O)CC(=O)[C@H]1OC(=O)[C@H](C)CCCCc2ccccc21	-0.1%
Cc1[nH]n(C(N)=S)c(=O)c1N=Nc1cccc([N+](=O)[O-])c1C	0.5%
O=C(NC(=O)N1CCCCCC1)c1ccc(Cl)cc1	0.1%
COC(=O)C1=C(N)OC2=C(C(=O)CC(C)(C)C2)C1c1cc2c(cc1Cl)OCO2 (stereo not given)	0.6%
O=C(NCC(=O)N1CCN(C(=O)c2ccco2)CC1)c1ccc(Cl)cc1	0.0%[50 µM]
Cc1cccc(NC(=O)C(C)C(=O)c2ccccc2)c1 (stereo not given)	0.1%
CN(CC(=O)Nc1ccc(F)cc1)C(=O)c1cc2c(s1)CCCCC2	0.6%[50 µM]
Cc1cc(C(=O)NNC(=O)CN2C(=O)NC3(CCCCC3)C2=O)c(C)o1	0.2%[50 µM]
CC(C)(C)OC(=O)NCCCCCNC(=O)c1[nH]cnc1C(=O)Nc1ccccc1	2.2%
O=C(CSc1ccc(Cl)cc1)Nc1nnc(-c2ccco2)o1	7.5%[50 µM]
N#C/C(=C/c1cccnc1)c1ccccc1	1.6%
COc1ccc(C(=O)Nc2nnc(C3=COCCO3)o2)cc1	0.1%
CCCCCOc1ccc(C(=O)CCC(=O)Nc2ccc(NC(C)=O)cc2)cc1	0.1%
O=C(NNC(=O)c1ccccn1)c1ccc(OC(F)F)cc1	0.2%[50 µM]
O=C(NCc1ccncc1)C1CCCN(S(=O)(=O)c2cc(Cl)ccc2Cl)C1 (stereo not given)	2.5%[50 µM]
CCOc1cccc(/C=N/NC(=O)C2CCCC2)c1O	-1.1%[50 µM]
C/C(=N/NS(=O)(=O)c1cc(C)ccc1C)c1ccncc1	1.7%[50 µM]
O=C(COC(=O)c1ccco1)Nc1cc(S(=O)(=O)N2CCCCC2)ccc1Cl	0.7%[50 µM]
CCOc1ccc(S(=O)(=O)NCc2cccnc2)cc1C(C)C	0.1%
Cn1c(CCN2CCCCC2)nc2cc(NC(=O)COc3ccc([N+](=O)[O-])cc3)ccc21	0.2%
NS(=O)(=O)c1ccc2c(c1)C(=NO)c1cc(S(N)(=O)=O)ccc1-2	0.0%

The listing continues:
SMILES	K1F lysis inhibition
O=C(NCC1CCCCC1)c1cccnc1	1.6%
CCCC(CCC)C(=O)O	0.2%&2.7%
COc1cccc(N2CC(C(=O)Nc3nnc(SCC(=O)Nc4ccc(NC(C)=O)cc4)s3)CC2=O)c1 (stereo not given)	-0.3%
C/C(=N\NC(=O)c1nnn(-c2nonc2N)c1CSc1ccccc1)c1cccnc1	0.4%
O=C(NC(=S)/C(=C1\CCCCCN1)[N+](=O)[O-])c1ccccc1	0.6%[50 µM]
O=C(Cc1c(F)cccc1Cl)Nc1cc(S(=O)(=O)N2CCOCC2)ccc1N1CCOCC1	1.3%[50 µM]
Cc1cc(C)c(CNC(=O)c2cc(C3CC3)nc3c2cnn3C(C)C)c(=O)[nH]1	-0.4%[50 µM]
Nc1nc2cc3ccccc3cc2[nH]c1=O	-0.5%
Cc1cc2oc(C(=O)Nc3ccc(S(=O)(=O)Nc4ncccn4)cc3)c(C)c2cc1Cl	1.5%[50 µM]
O=C(NCCCC(=O)N1CCCCC1)c1ccc(Cl)cc1	1.8%[50 µM]
Cc1ccccc1OCCC(=O)NNC(=O)c1ccccc1F	1.1%[50 µM]
O=C(Nc1ccc2c(c1)OCO2)c1cc(Cl)ccn1	0.6%[50 µM]
CCCCC(=O)Nc1ccc(N2CCN(C(=O)c3ccco3)CC2)cc1	1.3%[50 µM]
O=C(Cc1c(F)cccc1Cl)Nc1ccccc1C(=O)N1CCOCC1	0.1%
CCN1C(=O)[C@H]2[C@@H](c3ccccc3)N3C(=O)N(c4cccc(F)c4)C(=O)[C@@]3(CC(C)C)[C@H]2C1=O	0.4%
Cc1ccc2cc3cc(C(=O)NC4CCCCC4)oc3nc2c1	6.7%
CCN(CC)C(=O)Oc1ccc2c(c1)O/C(=C\c1ccco1)C2=O	-0.6%[50 µM]
COc1cccc(N2CCN(c3nc(C)cc(C)c3C#N)CC2)c1	-0.1%
O=c1ccc(-c2ccc(S(=O)(=O)Nc3ccccc3)o2)n[nH]1	-1.7%
Cc1ccccc1C(=O)N1CCN(c2ccc(NC(=O)c3ccco3)cc2)CC1	-0.2%

Brought forward from above: 6 entries, followed by the next part.
SMILES	K1F lysis inhibition
CCN1C(=O)[C@H]2[C@@H](c3ccccc3)N3C(=O)N(c4cccc(F)c4)C(=O)[C@@]3(CC(C)C)[C@H]2C1=O	0.4%
Cc1ccc2cc3cc(C(=O)NC4CCCCC4)oc3nc2c1	6.7%
CCN(CC)C(=O)Oc1ccc2c(c1)O/C(=C\c1ccco1)C2=O	-0.6%[50 µM]
COc1cccc(N2CCN(c3nc(C)cc(C)c3C#N)CC2)c1	-0.1%
O=c1ccc(-c2ccc(S(=O)(=O)Nc3ccccc3)o2)n[nH]1	-1.7%
Cc1ccccc1C(=O)N1CCN(c2ccc(NC(=O)c3ccco3)cc2)CC1	-0.2%
COCCC(=O)N1CCC(Oc2ccc(C(=O)NCCc3ccccn3)cc2)CC1	0.2%
CN(Cc1cnn(C)c1)C(=O)C1CCC(=O)N(Cc2ccc(Cl)cc2)C1 (stereo not given)	1.5%[50 µM]
Cc1ccc2c(c1)C1CN(C)CCC1N2S(=O)(=O)c1ccc(C#N)cc1 (stereo not given)	1.0%[50 µM]
CCCCNC(=S)NNC(=O)C1=NN(c2cc(C)ccc2C)C(=O)CC1	-0.5%
CC1CCCCC1NC(=O)CNC(=O)c1ccco1 (stereo not given)	0.7%[50 µM]
O=C(Cc1ccc(S(=O)(=O)N2CCOCC2)s1)N1CCN(c2cccc(C(F)(F)F)c2)CC1	2.1%[50 µM]
COc1ccc(NC(=O)NC2(C)CCS(=O)(=O)C2)cc1 (stereo not given)	0.2%
O=C1CSC(c2ccc(F)c(F)c2)N1c1ccccc1F (stereo not given)	0.2%
N#Cc1ccncc1S(=O)c1ccc(Cl)cc1 (stereo not given)	-0.1%
CCOC(=O)N1CCC(NC(=O)c2cc(COc3ccc(F)cc3Cl)on2)CC1	-0.2%
O=C(OCC(=O)C12CC3CC(CC(C3)C1)C2)c1ccc(O)cc1	-0.2%
COc1ccc(-n2nc3cc(C)c(N)cc3n2)cc1Cl	-0.2%
O=P(O)(OCc1ccccc1)OCc1ccccc1	-1.5%
CC1CCCCN1C(=O)CCNC(=O)Cn1cnc2ccccc2c1=O (stereo not given)	0.1%
Cc1cccc(C(=O)Nc2cccc(S(=O)(=O)NCc3ccco3)c2)c1	-0.4%[50 µM]
O=C1Nc2ccccc2/C1=C/c1ccc([N+](=O)[O-])cc1	0.2%
Cc1ccc(S(=O)(=O)N(C)C)cc1NC(=O)C1Cc2ccccc2CN1C(=O)c1ccco1 (stereo not given)	0.1%
COc1cccc(OC)c1/C=C/C(=O)NC1CCCCC1	6.4%
Clc1ccc(CN2CCCCCC2)cc1	-0.1%
CCOc1ccc(NC(=O)CN(C)C(=O)Cc2c[nH]c3ccccc23)cc1OCC	0.6%[50 µM]
O=C(NC1CCCN(Cc2ccc(Cl)cc2)C1)c1c(F)ccc(F)c1F (stereo not given)	-1.8%
COc1cccc(CN(C)C(=O)c2cccc(S(=O)(=O)Nc3cccc(C)c3)c2)c1OC	-0.8%[50 µM]
Cc1ccc(C2(C)NC(=O)N(CC(=O)Nc3ccccc3N3CCCC3)C2=O)cc1 (stereo not given)	1.1%[50 µM]
COc1ccccc1N1C(N)=NC(N)=NC12CCCCC2	-0.6%[50 µM]
O=C(c1ccc2ncsc2c1)N1CCN(c2nc3ccccc3s2)CC1	-0.7%[50 µM]
O=C(C1CCC1)N1CCCc2cc(S(=O)(=O)N3CCN(c4ccccc4)CC3)ccc21	0.2%
Cc1ccccc1COc1cccc(/C=N/NC(=O)c2nnn(-c3nonc3N)c2C)c1	0.2%
O=C(N[C@@H](Cc1ccc(O)cc1)C(=O)O)c1ccncc1	3.6%
Cc1cc(-c2ccc(C)c(S(=O)(=O)NCc3ccc(OC(C)C)cc3)c2)on1	0.0%
CCN(CC)N=Nc1ccc(S(=O)(=O)Nc2c(C)n(C)n(-c3ccccc3)c2=O)cc1	0.0%
NS(=O)(=O)c1ccc(CNC(=O)c2cccnc2Cl)cc1	0.3%
Cc1ccc(Cl)c2sc(N3CCN(C(=O)c4ccco4)CC3)nc12	0.4%[50 µM]
O=C(Cn1[nH]c(=O)c2ccccc2c1=O)OCC(=O)c1ccc(F)c(F)c1	-0.1%
CC1(C)C(=O)Nc2ccccc2N1C(=O)COc1cc(Cl)ccc1Cl	0.0%[50 µM]
COc1cc(S(=O)(=O)NCc2ccncc2)c(OC)cc1C	0.2%
Cc1ccccc1NC(=O)c1cc2c(=O)n3cccc(C)c3nc2s1	0.1%
O=C(CCCN1C(=O)/C(=C\c2cccs2)SC1=S)Nc1cc([N+](=O)[O-])ccc1O	0.9%[50 µM]
O=C(O)Cc1ccc(S(=O)(=O)N2CCCC2)s1	-3.8%
Cc1ccc(C(C)C)cc1OCC(=O)Nc1nnc(C2CC2)s1	1.0%
COc1ccc(OC)c(S(=O)(=O)N2CCCC2C(=O)N2CCc3ccccc3C2)c1 (stereo not given)	-0.4%
COc1cc(OC)c(S(=O)(=O)Nc2ccccc2C(=O)O)cc1S(=O)(=O)Nc1ccccc1C(=O)O	0.2%
CCOc1ccc(/C=N/NC(=O)c2ccoc2C)cc1OC	0.7%
C/C(=N/NC(=O)CNC(=O)c1cccnc1)c1ccc(Cl)c(Cl)c1	1.2%[50 µM]
C=CC[C@H](CC(=O)NCCO)C(=O)N[C@@H](C)COC(=O)[C@H](CC=C)CC(=O)OC(C)(C)C	0.1%
COCCc1ncc(CN2CCCC(C(=O)Nc3cccc(-c4cccc(C)c4)c3)C2)cn1 (stereo not given)	-0.1%
COc1cccc(CNC(=O)COC(=O)CNC(=O)c2ccc(-c3ccccc3)cc2)c1	-0.1%[50 µM]
O=S(=O)(NCCNS(=O)(=O)c1c(F)cccc1F)c1ccc2c(c1)OCCO2	2.4%
Cc1c(C(=O)Nc2cccc(F)c2)cnn1-c1ccccc1	0.2%
COc1ccc(-c2nn(-c3ccccc3)cc2C(=O)Nc2ccc(C(=O)O)cc2)cc1OC	-0.8%
CC(=O)N1CCc2cc(S(=O)(=O)CCC(=O)N3CCC(C)CC3)ccc21	0.2%
